Screening results deposited in PubChem by several laboratories.
proKLK7 act: proKLK7 zymogen activators, primary screen, biochemical, fluorescence intensity; Kallikrein-7 (Homo sapiens), P49862; purified proKLK7, EDANS-DABCYL substrate fluorescence; 100% is mature enzyme control, 0% vehicle; activation, % at 7 µM; hit rate 0.9% among 370,000; AID 652039, 2013;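 active means activation above the mean of all tested compounds plus 3 SD, computed per campaign excluding outliers beyond control limits, cut at about 13% in these data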
ASAP1 inh: inhibitors of human ASAP1 ArfGAP activity, primary screen, biochemical, fluorescence polarization. hit rate 0.19% among 360,000. Arf-GAP with SH3 domain, ANK repeat and PH domain-containing protein 1 (Homo sapiens), …. AID 624377, 2012. ASAP1-stimulated ARF1 GTP hydrolysis, GDP FP detection. inhibition, % at 16.5 µM; in the data active means inhibition above about 25%;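 further: 0% = vehicle with enzyme and substrate and 100% = no enzyme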
Target sequence (Q9ULH1 325-724 limits assumed): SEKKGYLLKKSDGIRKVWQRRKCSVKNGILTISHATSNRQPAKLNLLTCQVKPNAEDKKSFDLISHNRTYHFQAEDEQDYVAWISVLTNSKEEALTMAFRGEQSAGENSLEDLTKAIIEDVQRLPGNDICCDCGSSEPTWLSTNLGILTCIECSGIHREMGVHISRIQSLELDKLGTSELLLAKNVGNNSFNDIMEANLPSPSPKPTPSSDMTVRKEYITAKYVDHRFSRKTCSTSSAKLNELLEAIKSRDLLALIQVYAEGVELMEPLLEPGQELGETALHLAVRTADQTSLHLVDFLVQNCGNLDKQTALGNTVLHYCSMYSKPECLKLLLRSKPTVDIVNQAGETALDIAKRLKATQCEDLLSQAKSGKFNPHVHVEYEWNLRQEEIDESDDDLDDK
UHRF1 MBD2 ctr: UHRF1 methylated DNA binding inhibitors, primary screen, counter-screen for MBD2 inhibitor project, biochemical, TR-FRET, human UHRF1, single concentration. UHRF1 binding to methylated oligo. inhibition, % at 4.4 µM. E3 ubiquitin-protein ligase UHRF1 (Homo sapiens), Q96T88. hit rate 0.75% among 370,000; in the data active means inhibition above about 21%;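 further: UHRF1 SRA domain binding a hemimethylated CpG hairpin DNA probe; 0% = median of test compound wells and 100% = reference inhibitor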
ARFGAP1 inh: inhibitors of rat ARFGAP1 GAP activity, primary screen, biochemical, fluorescence polarization, GDP tracer. Arfgap1-stimulated ARF1 GTP hydrolysis, GDP FP detection. hit rate 0.26% among 360,000. ADP-ribosylation factor GTPase-activating protein 1 (Rattus norvegicus), Q62848. inhibition, % at 16.5 µM;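 active means inhibition above a per-plate limit, mean inhibition of low control wells plus 3 SD, cut at about 25% in these data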;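 further: 0% = DMSO wells with enzyme and 100% = wells lacking Arfgap1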
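Repeats: one replicate per compound; assay system: rat Arfgap1 catalytic domain, aa 1-136; times: enzyme reaction 120 min at 25 °C after 20 min preincubation; detection: FP of antibody-bound GDP Alexa 633 tracer, ex 620/em 688 nm; benchmarks: high control wells lacking Arfgap1, low control full reaction with DMSO; reagent: human ARF1(Δ1-17)-GTP substrate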
PLCg1 inh: PLC-gamma1 enzyme inhibitors, primary screen, biochemical, fluorescence, purified enzyme | fluorogenic substrate | inhibition, % at 12.2 µM | 1-phosphatidylinositol 4,5-bisphosphate phosphodiesterase gamma-1 (Homo sapiens), P19174 | hit rate 0.84% among 370,000; in the data active means inhibition above about 9.5%
PLCb3 inh: human PLC-beta3 inhibitors, primary screen, biochemical, fluorescence | hit rate 0.18% among 370,000 | Purified PLC-beta3, fluorogenic substrate | inhibition, % at 12.2 µM | AID 720704, 2013; in the data active means inhibition above about 11%;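 further: 0% = median of compound wells on plate and 100% = full blocker control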
Tn6 DDE FP: inhibitors of Tn6 peptide binding to fibrin DD(E), primary screen, biochemical, fluorescence polarization, human fibrin, Tn6 probe. Fibrinogen beta chain (Homo sapiens), P02675. Fibrin DD(E) TRITC-Tn6 fluorescence polarization displacement. inhibition, % at 8.3 µM. hit rate 0.21% among 370,000. AID 720509, 2013;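 active means inhibition above a per-campaign cutoff: mean of compounds within control limits plus 3 SD, cut at about 15% in these data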;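 further: 0% = median of all compound wells on the plate and 100% = blocking peptide control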
NR1D1 modulator: modulators of Rev-erb alpha DNA binding, primary screen, biochemical, FITC-DNA, fluorescence polarization, uHTS. hit rate 0.79% among 370,000. activity, % at 10 µM. AID 1259318, 2017. Rev-erbα–FITC-DNA binding, 90 min. Nuclear receptor subfamily 1 group D member 1 (Homo sapiens), P20393;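 active means activity above about 14%, limit read from the data; passing the limit was not always enough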;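 further: 0% = DMSO wells with 35 nM protein and 100% = DMSO wells with 750 nM protein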
Target sequence (P20393 whole entry, looked up): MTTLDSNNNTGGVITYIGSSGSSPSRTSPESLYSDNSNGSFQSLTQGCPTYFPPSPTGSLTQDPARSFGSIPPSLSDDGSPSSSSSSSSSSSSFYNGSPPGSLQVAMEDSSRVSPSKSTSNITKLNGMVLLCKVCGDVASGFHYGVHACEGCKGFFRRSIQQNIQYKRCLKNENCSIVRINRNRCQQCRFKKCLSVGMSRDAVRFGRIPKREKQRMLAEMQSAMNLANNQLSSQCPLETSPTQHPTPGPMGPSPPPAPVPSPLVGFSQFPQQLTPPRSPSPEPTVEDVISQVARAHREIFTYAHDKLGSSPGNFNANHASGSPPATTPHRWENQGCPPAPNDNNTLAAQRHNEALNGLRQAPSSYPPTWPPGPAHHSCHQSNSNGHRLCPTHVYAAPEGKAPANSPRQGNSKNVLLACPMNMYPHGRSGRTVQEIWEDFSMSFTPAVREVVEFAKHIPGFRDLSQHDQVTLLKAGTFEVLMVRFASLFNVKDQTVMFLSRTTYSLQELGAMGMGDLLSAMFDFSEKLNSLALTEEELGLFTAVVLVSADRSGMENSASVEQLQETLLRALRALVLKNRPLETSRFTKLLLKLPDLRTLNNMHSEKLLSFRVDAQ
Tn7 DDE FP: inhibitors of Tn7 peptide binding to fibrin DD(E), primary screen, biochemical, fluorescence polarization, human fibrin, Tn7 probe; Fibrinogen beta chain (Homo sapiens), P02675; FP displacement of FITC-Tn7 peptide from fibrin DD(E); 0% = median of compound wells per plate; inhibition, % at 8.3 µM; hit rate 0.13% among 370,000;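 active means inhibition above the mean of compounds falling within the control limits plus 3 SD of them, cut at about 14% in these data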;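 further: 0% = plate median of compound wells and 100% = 10 µM Aha-Tn7 peptide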
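assay system = human clot-derived fibrin DD(E) complex | quantity = Fibrin-DD(E) at 2 µM final | timing = 10 min preincubation, 3 h with tracer, room temperature | signal = fluorescence polarization | measure = percent inhibition | benchmarks = high control wells with 10 µM unlabelled Aha-Tn7 peptide (full inhibition) | replicates = singlicate testing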
sPLA2-III inh: human group III sPLA2 inhibitors, primary screen, biochemical, QFRET, BODIPY PC-A2 liposome substrate. AID 743126, 2013. QFRET BODIPY PC-A2 liposome hydrolysis, fluorescence. inhibition, % at 12.2 µM. hit rate 0.56% among 370,000;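 active means inhibition above mean plus 3 SD of compounds lying within the high and low control bounds, cut at about 19% in these data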;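 further: 0% = median of test compound wells and 100% = no enzyme DMSO wells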
Active calls of the source: *; . = no result given.

SMILES	sPLA2-III inh	Tn7 DDE FP	ASAP1 inh	PLCb3 inh	proKLK7 act	UHRF1 MBD2 ctr	NR1D1 modulator	Tn6 DDE FP	ARFGAP1 inh	PLCg1 inh
O=C(O)c1cc([N+](=O)[O-])ccc1Nc1ccccc1	0.2	7.7	-4.5	-51.8	-0.9	2.9	2.3	-7.2	-6.2	-43.2
C/C(=N\NC(=O)c1cccnc1)c1cc(C)oc1C	7.7	-4.2	-6.3	1.2	-0.4	0.8	2.9	1.3	9.1	3.7
COc1ccc(C2(c3ccc(OC)cc3)NC(=O)N(CC(=O)N(C)C3CCC(C)CC3)C2=O)cc1 (configuration not stated)	-16.9	0.2	7.0	0.2	-0.6	0.2	0.4	-10.0	-7.8	5.6
COc1ccc(/C=N/NS(=O)(=O)c2ccc(F)cc2)cc1COc1cc(F)ccc1[N+](=O)[O-]	-12.4	-9.8	16.8	0.7	-0.2	-2.7	1.4	-5.8	0.5	1.3
Cc1ccc(N2CCN(C(=O)c3cc(COc4c(C)cccc4C)on3)CC2)c(C)c1	-3.9	3.5	0.3	-18.4	0.3	3.1	4.9	2.2	1.6	-11.6
Cc1csc(NC(=O)c2cc3ccccc3o2)n1	-2.4	5.2	-1.9	-36.0	0.0	-5.4	1.2	2.2	-11.4	-23.9
CCCCc1ccc(NC(=S)Nc2ccc(Nc3ccc(OC)cc3)cc2)cc1	12.8	-0.3	9.6	0.3	-1.2	-2.9	12.3	6.9	2.4	2.7
CCN(CC)CCNC(=O)C1c2cc(OC)c(OC)cc2C(=O)N(C)C1c1cccs1 (configuration not stated)	3.6	5.5	14.9	-6.7	-0.3	0.2	10.2	-3.0	6.0	-1.5
O=S1(=O)CC(O)C(Nc2ccccc2Cl)C1 (configuration not stated)	-3.5	-3.5	6.6	-0.7	-0.5	-3.7	4.8	3.4	11.4	2.0
COc1ccc(NC(=O)CN2C(=O)NC3(CCCC3)C2=O)c(OC)c1	0.3	6.1	-7.0	-3.6	-0.1	-1.5	1.3	0.1	0.4	-0.6
COc1cccc(-n2c(SCC(N)=O)nnc2-c2ccco2)c1	-3.2	-0.7	5.5	-0.8	0.0	2.4	1.0	4.7	5.1	1.1
Cc1ccc(S(=O)(=O)N2CCN(C(=O)CSc3nnc(-c4ccco4)o3)CC2)cc1	-11.0	-1.8	-6.0	2.6	0.2	-1.0	-3.3	-3.7	6.8	-1.4
Cn1c(SCc2ccccc2F)nc2ccccc2c1=O	-3.7	-0.2	-0.5	-3.3	0.4	-0.6	9.8	-7.0	1.7	-0.6
COCC(CN1CCN(C2=NS(=O)(=O)c3ccccc32)CC1)OC(=O)c1ccc(OC)cc1 (configuration not stated)	3.3	0.1	-19.3	1.5	-0.7	-0.5	7.4	-0.1	5.4	3.2
O=C(NN1CCOCC1)c1ccc(Cl)cc1Cl	7.5	-1.8	3.3	-2.9	0.4	-0.7	-2.5	9.3	-8.3	-1.5
Cc1cc(=O)[nH]c(Nc2ccc(C(=O)OC(C)C)cc2)n1	-12.5	2.5	2.4	-9.9	-0.1	-2.4	-2.1	-4.2	-3.5	-5.8
COc1ccc(CN2C(=O)c3cccnc3C2Nc2ccc(OC)c(Cl)c2)cc1 (configuration not stated)	-7.8	0.2	-3.9	-2.7	-0.3	-2.0	4.2	1.3	-0.9	-3.2
CC(OC(=O)c1cc2ccccc2[nH]1)C(=O)N(C)c1ccccc1 (configuration not stated)	-9.7	-1.5	-8.3	-13.7	0.3	-1.8	3.8	-2.8	7.1	-3.3
COc1ccc(C(=O)CN(Cc2ccccc2)C2=NCCS2)cc1	-22.9	2.4	4.2	3.3	0.2	-2.3	-5.6	-0.2	8.1	4.9
O=C(/C=C/c1ccc2c(c1)OCO2)NCCS(=O)(=O)N1CCN(c2ccc(F)cc2)CC1	2.0	1.8	-8.4	-110.8	-4.5	-0.7	-7.9	-2.9	-4.5	-117.6
Nc1ccc2c(c1)C1(CCC2)NC(=O)NC1=O (configuration not stated)	3.0	5.7	2.3	1.1	-0.1	21.3*	-3.9	2.2	-1.0	4.0
CN(CC(=O)N/N=C/c1ccc(F)cc1)S(=O)(=O)c1ccccc1	6.1	9.0	4.3	-2.5	-0.2	1.9	5.7	0.2	-1.2	-1.1
Cc1nc2ccc(NC(=O)c3ccc(Cl)c([N+](=O)[O-])c3)cc2s1	-1.7	-6.5	-11.9	7.6	-0.1	2.8	-2.4	-4.8	3.7	1.7
Cc1ccc(S(=O)(=O)N(CCO)c2cc3c(s2)CCCC3)cc1	-5.8	8.6	-9.9	-0.4	0.2	0.6	7.9	-0.1	-3.7	-0.2
O=c1[nH]ncc(N2CCN(C(c3ccccc3)c3ccccc3)CC2)c1Cl	-16.7	2.7	7.1	-1.7	-0.2	-1.0	2.8	-3.3	5.3	0.0
CC(=O)c1cc(-c2ccccc2-c2ccccc2)c(=O)n2c1CCC2	5.7	2.4	.	-4.0	0.1	-0.3	-1.5	10.1	.	-2.9
C=CCNC(=O)C(=O)c1c(-c2ccccc2)[nH]c2ccccc12	0.8	-4.8	-1.2	4.8	-0.3	-1.1	-2.3	-1.2	-2.7	4.3
O=C(Cn1cnc2ccccc2c1=O)N1CCN(Cc2ccc(F)cc2)CC1	11.7	4.1	.	1.6	-1.0	-2.0	-1.0	4.3	.	5.3
Cc1ccc(CN2CCC(C)(Oc3cccc(Cl)c3)C2)cc1 (configuration not stated)	-3.5	-2.2	3.6	1.8	0.1	1.4	-3.6	-6.7	-8.0	0.6
CC1CCN(c2ccccc2NC(=O)c2ccc(N3CCOCC3)c([N+](=O)[O-])c2)CC1	-3.3	0.6	-18.5	1.9	-0.4	0.8	3.9	3.5	4.2	1.6
NC1=NC(=O)S/C1=C\c1ccc(O)cc1	11.0	1.2	2.9	-4.0	-0.2	-5.9	5.7	-8.0	9.7	1.3
CCCCCn1c(=O)[nH]c2cc(C(=O)NCc3ccccn3)ccc2c1=O	0.6	2.3	-2.5	-32.7	-2.2	-4.1	-1.9	0.6	-10.9	-14.6
Cc1cc(NC(=O)COc2ccccc2C#N)no1	4.3	-1.0	15.1	-4.8	0.1	10.9	5.6	3.2	8.3	-2.1
Cc1ccc2c(c1)N(CC(=O)NCCC1=CCCCC1)C(=O)c1cccnc1O2	5.5	0.6	14.8	-1.4	0.2	5.8	-1.1	-5.8	-2.9	1.9
CCN1C(=O)[C@H]2[C@@H](c3ccc(OC)cc3)N[C@]3(CCCN(Cc4ccc(Br)cc4)C3=O)[C@H]2C1=O	-3.6	0.8	-5.6	3.5	0.6	1.4	2.7	-1.6	5.0	6.4
CC(Nc1oc(-c2ccco2)nc1C#N)c1ccccc1 (configuration not stated)	-3.3	6.1	4.0	-41.6	0.4	-5.3	0.1	-0.6	-15.1	-36.8

3 entries already listed, ordered by length of the SMILES, smallest number first:
SMILES	sPLA2-III inh	Tn7 DDE FP	ASAP1 inh	PLCb3 inh	proKLK7 act	UHRF1 MBD2 ctr	NR1D1 modulator	Tn6 DDE FP	ARFGAP1 inh	PLCg1 inh
NC1=NC(=O)S/C1=C\c1ccc(O)cc1	11.0	1.2	2.9	-4.0	-0.2	-5.9	5.7	-8.0	9.7	1.3
CC(Nc1oc(-c2ccco2)nc1C#N)c1ccccc1 (configuration not stated)	-3.3	6.1	4.0	-41.6	0.4	-5.3	0.1	-0.6	-15.1	-36.8
CC(=O)c1cc(-c2ccccc2-c2ccccc2)c(=O)n2c1CCC2	5.7	2.4	.	-4.0	0.1	-0.3	-1.5	10.1	.	-2.9

Later entries.
SMILES	sPLA2-III inh	Tn7 DDE FP	ASAP1 inh	PLCb3 inh	proKLK7 act	UHRF1 MBD2 ctr	NR1D1 modulator	Tn6 DDE FP	ARFGAP1 inh	PLCg1 inh
CC1=Nc2cc(C(=O)NCc3ccco3)ccc2Sc2ccc(C)cc21	-22.8	-1.9	1.0	1.7	0.7	11.7	-5.4	-2.6	4.9	-0.8
Cc1cccc(C(=O)N2CCCC(N3CCN(c4ccccc4)CC3)C2)n1 (configuration not stated)	5.1	1.2	-9.7	-1.0	0.2	-0.6	2.8	5.6	-11.9	-2.6
O=C(c1ccco1)N1CCN(c2ccc([N+](=O)[O-])c(N3CCOCC3)c2)CC1	5.3	3.3	-8.0	5.8	0.1	-5.9	8.9	11.0	6.4	5.6
Cc1ccc(SCc2cn3c(C)cc(C)nc3n2)cc1	6.4	5.4	1.7	-15.7	0.2	8.0	3.5	-6.4	5.3	-4.8
CCOC(=O)C1=C(COC(=O)c2ccc(Br)c(S(=O)(=O)N3CCOCC3)c2)NC(=O)NC1C (configuration not stated)	-12.2	2.3	-5.8	-2.1	-0.1	-0.6	-3.3	-0.4	2.7	1.2
CCn1nc(NC(=O)C(C)(C)C)c2cc3cccc(C)c3nc21	-0.7	-3.2	-3.8	-427.8	2.8	-1.1	-1.7	4.9	6.1	-344.4
Cc1cc(NC(=O)COC(=O)c2ccccc2[N+](=O)[O-])no1	5.0	7.6	16.4	-6.4	0.0	2.9	2.6	-3.5	8.8	4.5
COc1ccc(CC2(CO)CCN(Cc3cccn3-c3ccccn3)CC2)cc1	1.2	-1.2	-6.4	-1.1	-0.9	1.3	-0.6	-4.8	4.2	0.7
Cc1cc(C)cc(N2C(=O)CC(Sc3ccccc3C(=O)O)C2=O)c1 (configuration not stated)	2.2	-3.9	2.9	-7.0	-1.4	-2.6	9.9	-11.3	-11.0	-2.3
Cc1cccc(CSc2nc3ccccc3c(=O)n2C)c1	-0.6	3.3	-16.9	-2.8	-0.2	0.0	5.4	-8.3	8.8	-1.2
Cc1cc(/C=C2/NC(=O)N(Cc3ccccc3F)C2=O)c(C)n1-c1ccccn1	4.3	-1.2	11.4	-61.7	1.6	12.5	3.4	-2.7	1.5	-62.2
O=C(c1cc(S(=O)(=O)Nc2ccccc2F)c(Cl)cc1Cl)N1CCN(CCO)CC1	9.2	-8.3	0.1	-6.5	0.2	-3.0	0.0	-4.8	7.1	1.1
Cc1c(C(=O)OCC(=O)Nc2ccccc2OC(F)F)cccc1[N+](=O)[O-]	-0.9	0.1	12.7	-0.1	0.7	3.1	1.4	-0.6	12.4	-0.2
